# High-throughput results: PubChem BioAssay, The Scripps Research Institute Molecular Screening Center
# PAFAH2 inh = PAFAH2 (human) inhibition | 340,000 compounds, 0.99% hits | recombinant PAFAH2, FP-rhodamine activity probe, fluorescence polarization | Q99487 | inhibition, % at 3.39 µM;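 active = inhibition above the mean over all tested compounds plus 3 SD, cut at about 30% in these data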;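 also: inhibitors block probe labeling of enzyme so polarization drops; 0% = enzyme with DMSO and 100% = wells lacking PAFAH2 protein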
# PAFAH1B2 inh = PAFAH1B2 (human) inhibition. recombinant PAFAH1B2, FP-rhodamine activity probe, fluorescence polarization. inhibition, % at 3.39 µM. 340,000 compounds, 1.2% hits;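 active = inhibition above the mean of all tested compounds plus 3 SD, cut at about 24% in these data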;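 also: 0% = enzyme with DMSO and 100% = wells lacking PAFAH1B2; many of its hits are not listed in these tables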
# Target sequence (P68402 whole entry, looked up): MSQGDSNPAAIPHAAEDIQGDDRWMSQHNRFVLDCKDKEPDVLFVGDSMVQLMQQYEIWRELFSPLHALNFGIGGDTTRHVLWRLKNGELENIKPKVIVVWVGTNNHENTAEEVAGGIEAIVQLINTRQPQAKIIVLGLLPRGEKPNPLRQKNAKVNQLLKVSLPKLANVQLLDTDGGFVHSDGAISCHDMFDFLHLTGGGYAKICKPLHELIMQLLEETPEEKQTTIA
# PAFAH1B3 inh = blocks human PAF acetylhydrolase 1B catalytic subunit 3; recombinant PAFAH1B3, FP-rhodamine probe, fluorescence polarization; inhibition, % at 3.39 µM; 340,000 compounds, 0.28% hits; AID 492972;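 active = inhibition above the screen-wide average of all tested compounds plus 3 SD, cut at about 25% in these data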;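 also: 0% = enzyme with DMSO only and 100% = wells lacking PAFAH1B3 protein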
# Target sequence (Q15102 whole entry, looked up): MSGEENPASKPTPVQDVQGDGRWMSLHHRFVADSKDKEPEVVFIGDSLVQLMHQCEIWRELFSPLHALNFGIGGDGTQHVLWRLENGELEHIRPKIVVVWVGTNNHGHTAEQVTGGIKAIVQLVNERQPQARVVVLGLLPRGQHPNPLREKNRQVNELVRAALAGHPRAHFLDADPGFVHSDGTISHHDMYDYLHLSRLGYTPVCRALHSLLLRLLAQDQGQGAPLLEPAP
# * marks the source's active call; other numbers are inactive results. This is a subset, so the mix of outcomes need not match the whole.
SMILES,PAFAH2 inh,PAFAH1B2 inh,PAFAH1B3 inh
O=[N+]([O-])c1ccc(COc2ccccc2CN2CCCCC2)cc1,-1,-1,-5
CCN(C(=O)COC(=O)CNC(=O)c1ccc2ccccc2c1)c1c(N)n(Cc2ccccc2)c(=O)[nH]c1=O,6,1,5
CCOC(=O)c1cc2c(=O)n3cccc(C)c3nc2n(Cc2ccco2)c1=NC(=O)c1ccc(C)cc1,5,7,7
Cc1ccc2c(c1C)NC(=O)C21N2CCCC2C(C(=O)c2ccc3ccccc3c2)C12C(=O)Nc1ccccc12 (stereo not drawn),-4,4,0
Cc1cc(=O)[nH]c(N2CCCCC2)n1,6,3,1
COc1ccc(C(=O)COC(=O)c2ccc(Cl)nc2)cc1OC,3,-2,-3
O=C(NN(C(=O)c1ccccc1)c1cccs1)c1ccccc1,-3,8,9
C/C(=N\NC(=O)c1ccncc1)c1cccnc1,-2,1,10
O=C1NC(=O)C(CCc2ccccc2)(c2ccccc2)N1 (stereo not drawn),-7,6,1
OCCCNc1ncnc2oc(-c3ccccc3)c(-c3ccccc3)c12,1,5,-6
CCC(C)c1ccccc1N1CC(C(=O)N2CCN(S(=O)(=O)c3cccc([N+](=O)[O-])c3)CC2)CC1=O (stereo not drawn),-7,2,-1
O=C(CC(O)c1ccncc1)c1ccccc1O (stereo not drawn),6,4,10
O=C(CCN1C(=O)C2C3CCC(C3)C2C1=O)OCC(=O)c1ccccc1 (stereo not drawn),8,2,12
CN1C[C@@H]2[C@@H]3C(=O)N(Cc4ccccc4)C(=O)[C@@H]3[C@](C)(C1=O)N2C(=O)c1ccc(C(F)(F)F)cc1,-6,3,10
CCS(=O)(=O)N1CCC2(CC1)OCCN2S(=O)(=O)c1ccc(OC)cc1,7,8,-4
NC(=O)c1ccc(C(=O)N/N=C/c2cccc(Oc3ccccc3)c2)cc1,-7,-7,4
Nc1nc(-c2cc(O)ccc2[N+](=O)[O-])cc(-c2ccccc2)c1[N+](=O)[O-],-9,-5,1
CN(CCc1ccccc1)C(=O)c1ccc(NC(=O)Cc2ccc(NC(=O)C3CCCN(S(=O)(=O)c4cccc([N+](=O)[O-])c4)C3)cc2)cc1 (stereo not drawn),-22,-13,-18
CC(C)(C)c1csc(NC(=O)c2cccnc2)n1,1,8,4
COc1cc(C(=O)N2CCN(S(=O)(=O)c3cc(C)ccc3C)CC2)ccc1OCC(=O)N1CCOCC1,-2,7,-1
COc1ccc(-c2cn3c(C)c(C(=O)N4CCN(c5ccccc5)CC4)sc3n2)cc1,-1,2,3
O=c1[nH]c(O)c(/C=C2\C=Nc3ccccc32)[nH]1,-2,2,11
COc1ccc(N)c(C)c1,4,8,7
CSCCC(=O)N1CCC(n2nccc2NC(=O)CCc2ccccc2)CC1,3,4,11
CCOC(=O)C1=CN(CC2CCCCC2)CCC1=O,6,1,1
COc1ccccc1C(=O)NCC(=O)Nc1ccc2c(c1)OCO2,3,1,10
Nc1cc(Cl)cc2c1-c1ccc(Cl)cc1C2,3,6,-1
COCCn1c(C)cc(C(=O)CSc2ncnc3sc4c(c23)CCC4)c1C,6,6,2
COC(=O)c1c(NC2=NS(=O)(=O)c3ccccc32)sc2c1CCC(C(C)(C)C)C2 (stereo not drawn),3,4,11
CCN(c1ccccc1)S(=O)(=O)c1ccc(OC)c(NC(=O)c2cc(Cl)ccn2)c1,-2,1,4
CC(C)C(NS(=O)(=O)c1ccccc1F)C(=O)OCC(=O)NCc1ccco1 (stereo not drawn),2,4,-3
COc1ccc(/C=C2\SC(=S)N(CCC(=O)Nc3cccc(O)c3)C2=O)cc1,-17,-10,-13
CCN(CC(=O)NCc1ccc(F)cc1)C(=O)c1cccc(S(=O)(=O)N(C)c2ccc(OC)cc2)c1,2,-2,9
Cc1cc2c(=O)n(C)c(SCC(=O)Nc3ccc(F)cc3)nc2s1,-1,10,11
Cc1ccc(S(=O)(=O)N(CCC(=O)N2CCOCC2)c2ccccc2)cc1,1,3,11
COc1ccccc1C(=O)NCCC(=O)N1CCN(C(=O)c2ccco2)CC1,6,-4,7
COC1OC2COC(c3ccccc3)OC2C(OC(C)=O)C1OC(C)=O (stereo not drawn),2,1,-3
COc1cc(OC)cc(C(=O)N[C@H](C(=O)OCC(=O)N2CCN(S(=O)(=O)c3ccc(C)cc3)CC2)C(C)C)c1,4,5,2
OCC1(CCc2ccccc2)CCCN(CCCC(F)(F)F)C1 (stereo not drawn),5,0,8
Cc1ccccc1NC(=O)c1cccc(N2C(=O)C3C4CC(C(Br)C4Br)C3C2=O)c1 (stereo not drawn),2,7,-3
COc1cccc(NC(=O)CN(C)C(=O)C(C)Sc2ccccc2)c1 (stereo not drawn),-2,1,-3
CCC(C)c1ccccc1N1CC(C(=O)N2CCN(c3ccccc3)CC2)CC1=O (stereo not drawn),3,11,14
CCOC(=O)CCN(C(=O)Nc1ccccc1)C1CCCCC1,3,7,10
O=C(COC(=O)c1ccccc1)c1ccc(S(=O)(=O)N2CCCCC2)cc1,1,0,6
O=C(COc1ccc(Br)cc1)Nc1ccc2oc(=O)ccc2c1,-19,-7,-17
O=[N+]([O-])c1ccc(COc2ccc(CN3CCCC3)cc2)cc1,-1,4,5
Cc1nn2c3ccccc3nc2n(C)c1=O,9,3,2
COCC(=O)N1C[C@H]2CON(C)[C@H]2C[C@H]1c1cccc(-c2ccc(C#N)cc2)c1,-10,4,8
Cc1ccc(Cn2c(O)c(N=NC(=S)Nc3ccccc3F)c3cc(S(=O)(=O)N4CCOCC4)ccc32)cc1,8,10,5
COc1ccc(C2CC(O)(c3ccccc3)Oc3cc(OC)cc(OC)c32)cc1 (stereo not drawn),3,-1,6
# Other records follow:
SMILES,PAFAH2 inh,PAFAH1B2 inh,PAFAH1B3 inh
Oc1ccc(-c2csc(Nc3ncccn3)n2)cc1O,7,1,4
Cc1cc(-c2ccccc2)nc(N/N=C/c2ccc(O)cc2)n1,-1,-1,9
CN1C[C@@H]2[C@@H]3C(=O)N(Cc4ccccc4)C(=O)[C@@H]3[C@](Cc3ccccc3)(C1=O)N2C(=O)c1ccc(C(C)(C)C)cc1,11,6,7
Cc1cc(=O)n2[nH]cc(-c3ccccc3)c2n1,4,0,10
Cc1c[n+]([O-])cc(C)c1[N+](=O)[O-],-9,0,-1
Cc1ccc(S(=O)(=O)N(C)C)cc1NC(=O)CSc1nc2ncc(Cl)cc2[nH]1,-7,1,4
COc1ccc(S(=O)(=O)N2CCCCCC2)cc1Br,-4,3,4
CCOc1ccc(CCNC(=O)COC(=O)CCC(=O)c2cccs2)cc1OCC,0,-6,5
COc1cc(C2C(C(=O)c3sc(C)nc3C)=C(O)C(=O)N2CCN(C)C)cc(OC)c1OC (stereo not drawn),2,2,-1
Cc1cc(C)c2c(n1)nn1c(-n3ccnc3)cc(C)nc21,-1,-5,9
Cc1ccc(NC(=O)c2ncn(CCCNCc3ccccn3)n2)cc1C,2,0,5
Oc1ccccc1C1=NN(c2ccccc2)C(c2ccc(F)cc2)C1 (stereo not drawn),-9,1,5
CCC(=O)Nc1ccc2c(c1)nc(CCN1CCN(c3ccccn3)CC1)n2C,3,1,6
O=C(CC1SC(N2CCCC2)=NC1=O)Nc1ccc(C(=O)NCCOc2ccccc2F)cc1 (stereo not drawn),-5,-3,4
CN1CCN(C2CCN(S(=O)(=O)c3ccc(C(C)(C)C)cc3)CC2)CC1,-6,6,1
CCCCNC(=O)CCc1c(C)nc2c(c(C)nn2-c2ccccc2)c1C,3,0,-8
CCC1CN(C(=O)NCc2cccc(OC)c2)c2ccccc2O1 (stereo not drawn),-5,0,8
COc1ccc(-c2cn3nc4c(nc3n2)CCCC4)cc1,13,7,6
O=C(O)C1=CC2C=C(Cl)C=CC2OC1=O (stereo not drawn),3,3,11
C[C@@H]1CN[C@H](CCO)/C1=C\c1ccccc1,2,0,3
CC1CC(C)CN(C(=O)COC(=O)c2ccc(Cl)nc2)C1 (stereo not drawn),7,4,-6
COc1ccc(C(=O)OCC(=O)Nc2cccc(S(=O)(=O)NC3=NCCCCC3)c2)cc1[N+](=O)[O-],29,3,3
CN1CCN(c2ccc3c(c2)C2CC3CCN2C(=O)OCc2ccccc2)CC1 (stereo not drawn),2,2,6
COc1ccc(CCC(=O)NNC(=O)Nc2cc(Cl)ccc2C)cc1,-5,1,4
CCCn1c(SCC(=O)N(CC)c2c(N)n(Cc3ccccc3)c(=O)[nH]c2=O)nnc1-c1ccncc1,-4,-3,12
CCOC(=O)C1=C(C)N=c2s/c(=C/c3ccc(OCC(=O)O)cc3)c(=O)n2C1c1ccc(SC)cc1 (stereo not drawn),-1,-5,-1
Cc1ccc2c(c1)[C@H]1[C@H](CO2)[C@H](c2ccccc2)[C@]2(C)C(=O)Nc3ccc(F)cc3C(=O)N12,-18,-7,-6
CC(=O)N1CCN(c2ccc(N=Cc3c(O)n(Cc4ccccc4)c(=O)[nH]c3=O)cc2)CC1,4,8,0
CCOc1cc(/C=C2\SC(N3CCCC(C)C3)=NC2=O)ccc1O (stereo not drawn),2,4,14
CN(CCc1ccccc1)C(=O)c1ccc(NC(=O)Cc2cccc(NC(=O)C3CCN(C(=O)C4CCCCC4)CC3)c2)cc1,-4,2,6
O=C(Nc1cccc(F)c1)c1cccnc1,-3,1,-4
COc1cc(/C=N\NC(C)=O)ccc1OC/C=C/c1ccccc1,2,2,12
C=CCn1cnc2c(oc3ccccc32)c1=O,6,0,3
O=c1cc(SCc2ccccc2)nc[nH]1,-1,5,8
CCOc1ccc(S(=O)(=O)N(C)c2ccc(OCC(=O)Nc3ccccc3F)cc2)cc1,0,1,-1
Clc1ccc(C=NN2CCCCCC2)cc1,10,7,6
CC(=O)c1c(O)cc(O)cc1O,-2,-6,-1
Cc1ccc2nc(CCCc3nc4ccc(C)cc4[nH]3)[nH]c2c1,-2,11,-1
O=C(N/N=C/c1ccnc2ccccc12)c1ccccc1O,22,5,10
CC(=O)N1CCN(C(=O)c2cc3c(s2)CCCC3)CC1,5,1,-5

# Reprinted from the part before: six entries, followed by the next part.
SMILES,PAFAH2 inh,PAFAH1B2 inh,PAFAH1B3 inh
CCOc1ccc(S(=O)(=O)N(C)c2ccc(OCC(=O)Nc3ccccc3F)cc2)cc1,0,1,-1
Clc1ccc(C=NN2CCCCCC2)cc1,10,7,6
CC(=O)c1c(O)cc(O)cc1O,-2,-6,-1
Cc1ccc2nc(CCCc3nc4ccc(C)cc4[nH]3)[nH]c2c1,-2,11,-1
O=C(N/N=C/c1ccnc2ccccc12)c1ccccc1O,22,5,10
CC(=O)N1CCN(C(=O)c2cc3c(s2)CCCC3)CC1,5,1,-5
CCCCn1cnc2c(oc3ccccc32)c1=O,4,5,3
O=C(/C=C/c1ccccc1)Nc1cccc(C(=O)NCCCc2ccccc2)c1,-56,-20,-37
COc1ccc(C(=O)Nc2ccncc2)cc1[N+](=O)[O-],-1,7,9
COc1ccccc1C(CNC(=O)c1cccc(S(=O)(=O)N2c3ccccc3CC2C)c1)N(C)C (stereo not drawn),13,8,-3
Cc1ccn2c(C(=O)N/N=C/c3ccc(Cl)cc3)c(C)nc2c1,5,6,10
Cc1cccc(N=NC(=S)NNc2cccc(C)c2)c1,1,5,2
COc1cc2ccccc2cc1C(=O)N1CC(C)OC(C)C1 (stereo not drawn),0,-2,9
C[C@@H]1CN(S(=O)C(C)(C)C)[C@H](CCO)/C1=C\c1ccccc1 (stereo partly drawn),-1,5,10
CCOC(=O)c1ccc(S(=O)(=O)N2CCC(C(=O)Nc3nnc(C)o3)CC2)cc1,-2,3,-5
CCC(C)NC(=O)C(=O)NC1CCCC1 (stereo not drawn),2,2,2

# Quoted at random: six compounds from above
SMILES,PAFAH2 inh,PAFAH1B2 inh,PAFAH1B3 inh
CCOc1ccc(S(=O)(=O)N(C)c2ccc(OCC(=O)Nc3ccccc3F)cc2)cc1,0,1,-1
Cc1ccc(Cn2c(O)c(N=NC(=S)Nc3ccccc3F)c3cc(S(=O)(=O)N4CCOCC4)ccc32)cc1,8,10,5
O=C(Nc1cccc(F)c1)c1cccnc1,-3,1,-4
O=c1[nH]c(O)c(/C=C2\C=Nc3ccccc32)[nH]1,-2,2,11
O=C(CCN1C(=O)C2C3CCC(C3)C2C1=O)OCC(=O)c1ccccc1 (stereo not drawn),8,2,12
COc1ccccc1C(=O)NCC(=O)Nc1ccc2c(c1)OCO2,3,1,10

# (cont.)
SMILES,PAFAH2 inh,PAFAH1B2 inh,PAFAH1B3 inh
Cc1ccccc1NC(=O)N(O)C1(C#N)CCCCC1,13,6,2
CCOc1ccc2[nH]c3c(NCCO)ncnc3c2c1,0,3,5
N#CC1=C(N)Oc2cc(N)ccc2C1c1ccccc1Cl (stereo not drawn),-3,0,6
CC(C)c1ccc(NC2CCCN(C(=O)c3cscn3)C2)cc1 (stereo not drawn),4,5,-8
CCCCOc1ccc(C(=O)NCC(=O)NC2CC2)cc1,-3,2,-4
Cc1ccc(C(=O)NCC(c2ccc(F)cc2)N2CCOCC2)cc1S(=O)(=O)N1CCOCC1 (stereo not drawn),-3,0,4
CCOC(=O)C1(C(=O)OCC)C(c2ccccc2)CC(O)N1C(C)=O (stereo not drawn),2,8,8
NS(=O)(=O)c1ccc(CCNC(=O)/C=C/c2ccc(S(=O)(=O)N3CCOCC3)cc2)cc1,4,3,4
O=C(Nc1ccc(N2CCN(C(=O)c3ccc(Cl)cc3)CC2)cc1)c1ccc([N+](=O)[O-])o1,-4,0,2
COc1ccccc1Oc1ccc2c(c1)C(=O)N(c1cccc3ncccc13)C2=O,-4,1,-11
